From PubChem BioAssay
aSyn rescue – qHTS of alpha-syn Inhibitors; Yeast expressing alpha-synuclein, growth rescue, BacTiter-Glo, 24 h; Potency, µM (doses to about 46.1 µM), inactives show at the highest dose growth rescue (activation), hits mostly activators; 370,000 tested, 0.14% active; note: potency is the fitted concentration of half-maximal effect; % of control where 0% means no effect; nearly all actives have a fitted effect of over 65% in size
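Galactose-induced alpha-syn yeast (OD600=0.02, raffinose-pregrown) + pinned cpd, 24 hr, 30 deg C; growth by BacTiter-Glo luminescence. Growth restoration scores as activation.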
pAkt inh – HTS Assay for Inhibitors of Akt Phophorylation: Primary Screen | Neuro2A IGF-stimulated pAkt S473 HTRF, 20 min; hits give low values | activity change, % for hits at 50 µM | 360,000 tested, 0.32% active | AID 651550, 2012; in the data active = activity change below about -80%; inconclusive = mostly about -51% to -80%; note: % is set by controls: 0 for no effect and ±100 for the full control effect
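Single-point screen (50 µM final compound) in Neuro2A cells stimulated 20 min with 6 nM IGF at 37 deg C. After lysis, Ser473-phosphorylated Akt read by HTRF (ex 330 nm, em 615/665 nm) as the 665/615 ratio.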
HEK293 tox – qHTS of GLP-1 Receptor Inverse Agonists: Cytotox Screen. HEK293 cAMP-luciferase reporter cells, luminescence, 24 h. Potency, µM (series often up to 38.3 µM), for inactives: top-dose activity change, negative = inhibition, most hits filed as inhibitors. 410,000 tested, 0.13% active;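 note: loss of luciferase light is scored as toxicity; potency is the fitted concentration of half-maximal effect; % is set by controls: 0 for no effect and ±100 for the full control effect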
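A 23 nL compound transfer followed 12 hours of cell culture at 37 deg C; exposure then lasted 24 hr. Luciferase assay detection reagent was dispensed and plates read for luminescence after a 12 min room-temperature wait.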
FUS suppressor – qHTS for Suppressors of FUS Proteinopathy: Primary screen using FUS-linked yeast assay. AID 1347120, 2019. S. cerevisiae FUS-expressing, growth rescue, OD600, 24 h. 390,000 tested, 0.24% active. Potency, µM (doses to about 76.6 µM), inactives show at the top dose growth rescue (activation), actives largely listed as activators;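 note: potency is the fitted concentration of half-maximal effect; plate controls were DMSO vehicle for no effect and reference control for full effect; nearly all actives have a fitted effect of over 55% in size; some results filed as inactive show a strong effect at the top dose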
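Toxicity suppression screen in FUS-yeast. Cells induced with 2% galactose, starting OD 0.005, treated 24hr at 30C with compounds at multiple final concentrations; growth by OD600.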
Abeta rescue – qHTS for compounds that reverse cellular toxicity of Amyloid beta (A-beta) peptide in yeast: Primary Screen; Potency, µM (top dose mostly 46.1 µM), for inactives: at the highest dose growth rescue, hits mostly activators; yeast expressing A-beta42, growth rescue, OD600, 48 h; response scale: 0% DMSO, 100% iron-clioquinol control; 410,000 tested, 0.063% active; AID 1347071, 2019; note: potency is the fitted concentration of half-maximal effect; nearly all actives have a fitted effect of over 55% in size
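Yeast growth medium received pinned compounds, then yeast cells expressing toxic A-beta were added; plates incubated at 30 C for 48 hr. Growth read as absorbance at 600 nm, normalized to DMSO and equimolar FeCl3 plus clioquinol controls.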
GLP-1R inv ag – qHTS of GLP-1 Receptor Inverse Agonists (Inhibition Mode); Glucagon-like peptide 1 receptor (Homo sapiens), P43220; HEK293 GLP-1R CRE-luciferase, luminescence, 24 h; GLP-1R form is constitutively active; Potency, µM (titrated, usually from 38.3 µM), for inactives: top-dose activity change, negative = inhibition, hits mostly inhibitors; 410,000 tested, 1.6% active; note: potency is the fitted concentration of half-maximal effect; % is set by controls: 0 for no effect and ±100 for the full control effect; nearly all actives have a fitted effect of over 55% in size
Target sequence (P43220 whole entry, looked up): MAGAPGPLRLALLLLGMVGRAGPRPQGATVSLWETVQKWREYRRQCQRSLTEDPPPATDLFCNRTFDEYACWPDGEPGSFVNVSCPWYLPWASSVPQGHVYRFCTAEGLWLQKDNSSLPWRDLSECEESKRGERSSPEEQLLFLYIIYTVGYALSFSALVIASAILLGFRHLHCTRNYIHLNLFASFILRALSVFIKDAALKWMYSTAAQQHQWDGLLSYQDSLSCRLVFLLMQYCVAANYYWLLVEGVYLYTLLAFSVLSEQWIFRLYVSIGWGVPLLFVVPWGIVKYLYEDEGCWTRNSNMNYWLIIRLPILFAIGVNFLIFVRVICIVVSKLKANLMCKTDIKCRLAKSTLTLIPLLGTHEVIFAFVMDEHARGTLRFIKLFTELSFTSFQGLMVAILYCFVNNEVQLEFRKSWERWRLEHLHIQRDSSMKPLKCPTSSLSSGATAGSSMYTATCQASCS
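Readout was luciferase luminescence, measured 12 min after detection reagent at room temperature. Beforehand, GLP-1R reporter HEK293 cells had sat 12 h, then received compounds for 24 hr at 37 deg C.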
TDP-43 yeast inh – qHTS of TDP-43 Inhibitors; 410,000 tested, 1.8% active; TDP-43 expressing yeast growth rescue, BacTiter-Glo, 24 h; Potency, µM (doses to about 46.1 µM), without a hit: top-dose growth rescue (activation), hits mostly activators; note: potency is the fitted concentration of half-maximal effect; % of control where 0% means no effect; nearly all actives have a fitted effect of over 50% in size
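In this qHTS, compounds that restore growth of yeast expressing TDP-43 appear as activators. Cells (OD600=0.02, galactose medium, raffinose-pregrown) are incubated with compound 24 hr at 30 deg C and growth is quantified by BacTiter-Glo.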
MmCpn inh – Inhibitors of TCP-1 ring complex (TRiC) of Methanococcus maripaludis (MmCpn): qHTS; Chaperonin Mm-Cpn (Methanococcus maripaludis); purified Mm-Cpn ATPase, ADP Transcreener TR-FRET; Potency, µM (series often up to 76.9 µM), for inactives: top-dose activity, negative = inhibition, usual class: inhibitors; 330,000 tested, 0.031% active; AID 504842, 2011; note: potency is the fitted concentration of half-maximal effect; % is set by controls: 0 for no effect and ±100 for the full control effect; nearly all actives have a fitted effect of over 80% in size
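Eu-cryptate anti-ADP/ADP-d2 competition gives a ratio inversely related to ADP. Enzyme at 25 nM was pre-exposed to compound for 10 min, then given 10 uM ATP for 30 min, 37°C throughout.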
PTHR1 ag – qHTS for PTHR1 Agonists: Primary Screen. HEK293 GP2 PTHR1 cells, GloSensor cAMP luminescence, 1 h. Potency, µM (highest dose often 115 µM), inactives show top-dose activation, actives largely listed as activators. 410,000 tested, 0.075% active. Parathyroid hormone/parathyroid hormone-related peptide receptor (Homo sapiens), Q03431; note: potency is the fitted concentration of half-maximal effect; nearly all actives have a fitted effect of over 55% in size; some results filed as inactive show a strong effect at the top dose; inactives centre near -15; many of its hits are not listed in these tables
Target sequence (Q03431 whole entry, looked up): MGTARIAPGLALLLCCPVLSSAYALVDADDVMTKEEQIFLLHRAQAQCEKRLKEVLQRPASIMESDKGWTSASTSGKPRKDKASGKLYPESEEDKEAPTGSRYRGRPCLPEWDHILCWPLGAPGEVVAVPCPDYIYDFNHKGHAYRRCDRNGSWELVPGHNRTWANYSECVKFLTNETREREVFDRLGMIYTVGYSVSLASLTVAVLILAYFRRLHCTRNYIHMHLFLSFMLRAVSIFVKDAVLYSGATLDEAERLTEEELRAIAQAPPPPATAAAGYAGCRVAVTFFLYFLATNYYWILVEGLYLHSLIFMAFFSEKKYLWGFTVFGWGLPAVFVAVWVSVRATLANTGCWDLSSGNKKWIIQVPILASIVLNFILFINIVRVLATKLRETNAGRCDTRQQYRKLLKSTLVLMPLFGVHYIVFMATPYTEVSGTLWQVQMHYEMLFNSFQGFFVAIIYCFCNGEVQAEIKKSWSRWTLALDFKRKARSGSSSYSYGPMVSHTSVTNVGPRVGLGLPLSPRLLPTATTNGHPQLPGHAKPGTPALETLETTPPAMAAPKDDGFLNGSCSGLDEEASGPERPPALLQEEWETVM
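HEK-293-derived GP2 cells expressing PTHR1 and a GloSensor cAMP reporter, 3,000/well, plated overnight, given luciferin plus IBMX (each 0.5 mM as added) for 1 h at 37 °C, then compound for 1 h at 37 °C. Luminescence was read after 15 min at room temperature.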
Starred values were filed as active, the others as inactive; i = inactive; ? = inconclusive; nt = no result given; & = joins results of further samples; [ ] = another dose, or the depositor's remark. Unless noted, calls come from the whole dose curve; as a rule, active = well fitted curve in the direction sought with a large enough effect; inconclusive = small, poorly fitted or top-dose-only effect, or another doubt; inactive = no such curve, though single readings can be large; an effect the other way counts as inactive or inconclusive.

entry	SMILES	aSyn rescue	pAkt inh	HEK293 tox	FUS suppressor	Abeta rescue	GLP-1R inv ag	TDP-43 yeast inh	MmCpn inh	PTHR1 ag
1	O=c1[nH]c(=S)[nH]c(O)c1N=Nc1cccc(S(=O)(=O)N2CCOCC2)c1	-9%	i	-13%	-27%	1%	8%	9%	0%	-51%[inhibitor]
2	c1cncc(CNCCN2CCNCC2)c1	-13%	i	-5%	2%	5%	9%	-6%	nt	i
3	O=C(c1cc2cc(F)ccc2[nH]1)N1CCC2(CC1)OCCO2	5%	i	-8%	-20%	1%	-2%	0%	-2%	i
4	COC(=O)C1=C(c2ccc(F)cc2OCc2ccccc2)C[C@@H]2CC[C@H]1N2C(=O)NCc1ccc(C)cc1	0%	i	-8%	39%	2%	?	16%	-1%	-30%
5	COc1ccc(-c2cc(=O)oc3c(C)c(OC(C)C(=O)N4C[C@H]5C[C@@H](C4)c4cccc(=O)n4C5)ccc23)cc1 (stereo partly specified)	-1%	i	-2%	?	-5%	12%	2%	0%	-39%[inhibitor]
6	O=C1NC(=O)N(CCC2=CCCCC2)C(=O)/C1=C\c1cccs1	6%	i	1%	nt	9%	2%	-29%	-7%	i
7	O=[N+]([O-])c1ccc2nc(N3CCNCC3)ccc2c1	7%&-1%	i	-12%	-19%	-31%	?	-10%	nt	-22%
8	CC(C)c1ccc(O)c(CN2CCN(c3ccccc3)CC2)c1	5%	i	-2%	6%	10%	?	-5%	0%	-33%
9	CCCc1[nH]nc2c1C(c1ccccc1OC)C(C#N)=C(N)O2 (stereo unspecified)	-1%	i	49%[activator]	-29%	34%	13%	0%	3%	i
10	C[C@@H]1CC[C@H]2[C@@H](C)C(=O)O[C@@H]3O[C@@]4(C)CC[C@@H]1[C@]32OO4	0%	i	-12%	-26%	-41%[inhibitor]	-12%	4.5µM*	1%	-20%
11	CCOc1ccc(C=C2C(=O)NC(=S)NC2=O)cc1OCC	-12%	i	-1%	22%	2%	37%[activator]	6%	nt	-18%
12	CC(C)C[C@H]1CNC(=S)N1CC1CCN(CC2CCC(C(C)(C)C)CC2)CC1 (stereo partly specified)	3%	i	18%	4%	-2%	-16%	-15%	nt	-68%[inhibitor]
13	CC(=O)Nc1ccccc1C(=O)OCc1ccc(F)cc1	11%	i	-7%	8%	15%	?	27%	-4%	i
14	O=C1CN=C(c2ccc(F)cc2)c2oc3ccccc3c2N1	-2%	i	0%	4%	-16%	25%	5%	1%	-20%
15	C=C(CC1CC(O)[C@]2(C)OC3CC4OC5C[C@]6(C)O[C@]7(C)CCC8OC9C[C@]%10(C)OC%11C(C)=CC(=O)OC%11CC%10OC9C[C@@H](C)C8OC7CC6O[C@]5(C)C/C=C\C4OC3CC2O1)C(=O)O (stereo partly specified)	8%	i	-1%	?	9%	12%	?	nt	i
16	C[C@@H]1CN([C@@H](C)CO)C(=O)CCCn2nncc2CO[C@H]1CN(C)C(=O)Nc1ccc(N2CCCCC2)cc1	?	i	1%	-22%	-27%	-8%	12%	nt	i
17	CN1C(=CC=C2C=C(I)C(=O)C(I)=C2)C(C)(C)c2ccccc21	-6%	i	?	34%	-29%	-18%	-33%[inhibitor]	-2%	-31%[inhibitor]
18	c1ccc2oc(N3CCNCC3)nc2c1	-6%	i	-3%	13%	-16%	-9%	-8%	1%	-18%
19	Fc1ccc(N2CCN(Cc3cc4c(cc3Br)OCO4)CC2)cc1	-2%	i	-2%	9%	21%	?	15%	-2%	-27%
20	N/C(=N\[N+](=O)[O-])N1CCN(C(=O)Oc2ccccc2)CC1	0%	i	22%	-28%	0%	-4%	10%	0%	-23%
21	Cc1cccc(N2C(=O)NC(=O)/C(=C\c3ccc4c(c3)CCCN4Cc3ccccc3)C2=O)c1	4%	i	-7%	30%	16%	-24%	14%	-1%	-13%
22	COc1ccc(C(=O)Oc2c(CN3CCOCC3)cc(Cl)c3cccnc23)cc1OC	0%&-9%	i	?	-27%	4%	?	17%	nt	7%
23	CCCOP(=O)(OCCC)c1nc(-c2ccccc2)oc1NCc1ccccc1	17%	i	10%	?	-6%	10µM*	-4%	-1%	i
24	CCCCN1CCC(O)(c2ccccc2)C(C(=O)c2ccccc2)C1 (stereo unspecified)	-4%	i	1%	12%	-10%	10%	-13%	0%	-1%[57.5 µM]
25	COc1ccc(C(CNC(=O)c2cc(S(=O)(=O)N3CCCCC3)ccc2C)N2CCCC2)cc1 (stereo unspecified)	-4%	i	-15%	nt	-19%	?	0%	nt	13%
26	O=c1[nH]c(=O)n(Cc2ccc(F)cc2)c(O)c1C=NCCCn1ccnc1	3%	i	-4%	0%	0%	0%	14%	0%	4%[57.5 µM]
27	CCCc1cc(=O)oc2cc(OCC(=O)N3CCC(C(=O)O)(c4ccccc4)CC3)ccc12	0%	i	-1%	28%	-10%	-11%	13%	-6%	-2%
28	CC[N+](C)(CC)CCCCOc1ccc2c(c1)C(=O)c1cc(OCCCC[N+](C)(CC)CC)ccc1-2	-1%	i	-16%	0%	-4%	-17%	-14%	-2%	i
29	CCc1ccc(OCC(=O)N2CCN(CCc3ccccn3)CC2)cc1	nt	nt	0%	0%	-8%	-20%	23%	nt	-25%
30	COc1ccccc1-n1c(-c2ccc(C)cc2)nc2ccccc2c1=O	-7%	i	-11%	13%	-38%	?	20%	-1%	-39%[inhibitor]
31	CCOc1ccc(N(CC)S(=O)(=O)c2ccc3c(c2)oc(=O)n3C)cc1	3%	i	?	29%	1%	0%	-2%	1%	-25%[57.5 µM]
32	COc1cccc(CCNCc2cccc(C(F)(F)F)c2)c1	-1%	i	4%	-6%	-12%	?	14%	0%	i
33	CCCCn1c(=O)c(C(=O)Nc2ccsc2C(=O)OC)c(O)c2ccccc21	-6%	i	-2%	4%	-4%	3%	-17%	-1%	i
34	CCOc1ccc2c(c1)-c1c(ssc1=S)C(C)(C)N2	1%	i	?	8%	-14%	?	22µM*	-2%	-25%[57.5 µM]
35	O=C(c1ccc(Cl)cc1)C12CN3CN(CN(C3)C1)C2	-1%	i	-2%	18%	-3%	-11%	-15%	-2%	-13%[57.5 µM]
36	COc1cc(Cl)ccc1Nc1ncc(C(=O)N2CCN(c3ccccc3OC)CC2)c2ccccc12	nt	nt	9%	-7%	-3%	?	?	nt	i
37	COC(=O)[C@@H](Cc1ccccc1)N(Cc1ccccc1)S(=O)(=O)N(Cc1ccccc1)[C@H](Cc1ccccc1)C(=O)OC	-2%	i	-3%	21%	-17%	?	7%	2%	-13%
38	COc1cccc(N2CCN(c3c4c(nc5nncn35)CCC4)CC2)c1	nt	nt	4%	20%	5%	-28%	?	nt	-45%[inhibitor]
39	COC(=O)C1=C(c2ccc(F)cc2OCc2ccccc2)C[C@@H]2CC[C@H]1N2C(=O)N1CCC(C)CC1	-14%	i	-18%	36%	4%	?	-8%	-1%	i
40	COc1cc(C2C(C#N)=C(N)Oc3cc(N(C)C)ccc32)cc2c1OCO2 (stereo unspecified)	7%	i	100%[activator]	?	-17%	?	-13%	0%	?
41	Cc1cccc(N2C(=O)NC(=O)/C(=C/c3ccc(N4CCOCC4)cc3)C2=O)c1	2%	i	-5%	30%	-14%	39%[activator]	14%[9.22 µM]	1%	i
42	CCc1ccc(OCCCN=C(C)c2c(O)n(C)c(=O)n(C)c2=O)cc1	-1%	i	3%	?	-20%	-19%	21%	2%	-25%[57.5 µM]
43	C[C@]12CCC3C(CC[C@H]4C[C@@H](O)CC[C@]34C)[C@H]1CC[C@H]2O (stereo partly specified)	-1%	i	-19%	1%	-11%	192%[activator]	20%	0%	-18%
44	CCOc1ccc(CN(CCc2ccc3c(c2)OCO3)Cc2ccc(OC)c(Br)c2)cc1	nt	nt	-5%	34%	0%	?	-9%	nt	i
45	Oc1cccc(Nc2c3ccccc3nc3ccccc23)c1	-22%	i	265%[activator]	-9%	3%	?	8%	-4%	-20%
46	CN1C(=O)C(O)N=C(c2ccccc2)c2ccccc21 (stereo unspecified)	1%	i	-1%	-4%	-1%	1%	-7%	0%	i
47	Cc1cc(N(CCCl)CCCl)ccc1/C=N/N=C(\N)c1cnccn1	7%	i	-27%	13%	8%	?	27%	nt	-8%
48	COc1cc(OC)c(C2Nc3cccc4cccc(c34)N2)c(OC)c1	-5%	i	?	25%	10%	133%[activator]	-5%	-4%	0%
49	CC1=C(C)CC2(C(=O)NC(=O)NC2=O)C(C)C1 (stereo unspecified)	3%	i	0%	nt	6%	11%	0%	nt	-37%
50	CNC1(c2ccc(F)cc2)CCCCC1	-3%	i	0%	nt	-12%	-1%	1%	nt	8%
51	CCC(=O)N(C1=C(NC)C(=O)c2ccccc2C1=O)C(C)C	0%	i	?	-30%	11%	?	?	-9%	-13%
52	COC(=O)C1=C(c2ccccc2)C[C@@H]2CC[C@H]1N2C(=O)NCc1ccco1	1%	i	9%	-10%	-10%	6%	1%	nt	i

A portion of the library; rates above refer to the full screens.
